Menin-MLL TR inh = displaces Texas Red mutant MLL peptide from human menin | Menin + Texas Red MLL mutant peptide, fluorescence polarization | Potency, µM (doses to about 61.6 µM), inactives show top-dose FP activity change, negative = inhibition, usual class: inhibitors | 0.23% of 270,000 active | AID 1768; active = well fitted inhibition curve with a large enough effect in the polarisation, with a control signal flat, not every such curve was filed as active; inconclusive = small, poorly fitted or top-dose-only effect, or effect the other way, or a change in a side signal; inactive = no such curve, though single readings can be large or run the other way; the % refers to the polarisation; note: % of control where 0% means no effect; many of its hits are not listed in these tables
Target sequence (O00255 whole entry, looked up): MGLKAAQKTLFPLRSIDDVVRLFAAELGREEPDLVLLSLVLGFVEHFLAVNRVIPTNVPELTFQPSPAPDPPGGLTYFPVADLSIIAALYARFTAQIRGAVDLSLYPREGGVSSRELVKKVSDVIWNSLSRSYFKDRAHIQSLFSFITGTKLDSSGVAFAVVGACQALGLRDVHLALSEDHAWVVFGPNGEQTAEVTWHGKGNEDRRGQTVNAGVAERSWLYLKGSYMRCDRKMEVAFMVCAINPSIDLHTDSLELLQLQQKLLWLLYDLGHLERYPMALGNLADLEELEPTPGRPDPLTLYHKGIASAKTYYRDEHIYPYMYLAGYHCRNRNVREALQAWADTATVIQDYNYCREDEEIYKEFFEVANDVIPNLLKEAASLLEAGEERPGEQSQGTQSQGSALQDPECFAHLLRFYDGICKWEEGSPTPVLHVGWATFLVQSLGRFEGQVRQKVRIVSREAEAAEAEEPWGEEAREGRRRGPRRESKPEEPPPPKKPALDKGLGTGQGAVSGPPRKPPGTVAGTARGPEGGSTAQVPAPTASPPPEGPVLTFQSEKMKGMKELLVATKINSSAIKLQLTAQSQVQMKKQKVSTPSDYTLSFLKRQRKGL
RORg inh = blocks mouse ROR gamma transcriptional activity; Potency, µM (highest dose often 53.6 µM), for inactives: at the highest dose activity change, negative = inhibition, hits mostly inhibitors; Drosophila S2 Gal4-RORgamma UAS-luciferase reporter, 20 h; 5.4% of 310,000 active; P51450; note: % is set by controls: 0 for no effect and ±100 for the full control effect; nearly all actives have a fitted effect of over 60% in size
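Compounds are pin-transferred onto Drosophila Schneider cells expressing a copper-inducible Gal4–ROR gamma transactivation domain fusion. After 1 hr, copper sulfate is added to 700 uM final; luciferase is read 20 hr later.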
PKM2 activator = increases activity of human pyruvate kinase M2; P14618; purified PKM2, Kinase-Glo ATP luminescence, activation; response scale: 0% is enzyme alone, no compound; Potency, µM (doses to about 57.5 µM), without a hit: top-dose activation, actives largely listed as activators; 0.34% of 260,000 active; AID 1631; note: % is set by controls: 0 for no effect and ±100 for the full control effect; nearly all actives have a fitted effect of over 55% in size
Target sequence (P14618 whole entry, looked up): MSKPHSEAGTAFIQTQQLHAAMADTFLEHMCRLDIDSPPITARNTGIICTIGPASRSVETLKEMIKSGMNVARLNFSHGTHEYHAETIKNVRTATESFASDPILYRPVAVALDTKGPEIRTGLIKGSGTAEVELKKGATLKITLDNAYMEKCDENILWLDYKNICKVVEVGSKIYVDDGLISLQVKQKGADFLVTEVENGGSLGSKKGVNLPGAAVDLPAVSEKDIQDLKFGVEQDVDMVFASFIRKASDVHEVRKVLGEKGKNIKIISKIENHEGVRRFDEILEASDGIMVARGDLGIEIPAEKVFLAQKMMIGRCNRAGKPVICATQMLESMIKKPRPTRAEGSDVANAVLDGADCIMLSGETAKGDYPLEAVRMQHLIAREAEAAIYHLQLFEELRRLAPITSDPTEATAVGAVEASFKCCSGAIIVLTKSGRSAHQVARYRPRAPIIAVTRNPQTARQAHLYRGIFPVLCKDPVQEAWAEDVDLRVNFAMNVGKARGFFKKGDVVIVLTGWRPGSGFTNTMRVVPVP
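Purified hPK-M2 (>95%) run at intermediate activity with 0.1 mM ADP and 0.5 mM PEP in 50 mM imidazole pH 7.2, KCl, MgCl2; 1 h room temperature. ATP formed read by Kinase-Glo luminescence; normalized to uninhibited and no-enzyme controls.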
VP16 counter = counter-screen for ROR gamma inhibitors: Gal4-VP16 reporter | Drosophila S2 Gal4-VP16 UAS-luciferase, luminescence, 20 h | AID 2546 | Potency, µM (doses to about 53.6 µM), for inactives: at the top dose activity, negative = inhibition, usual class: inhibitors | 3.5% of 310,000 active;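 note: Gal4-VP16 expression switched on by copper sulfate through the metallothionein promoter; % is set by controls: 0 for no effect and ±100 for the full control effect; nearly all actives have a fitted effect of over 50% in size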
The depositor's hits bear a star; ? = inconclusive; & = joins results of further samples; [ ] = dose if it differs, or a comment. Unless noted, calls come from the whole dose curve; as a rule, active = well fitted curve in the direction sought with a large enough effect; inconclusive = small, poorly fitted or top-dose-only effect, or another doubt; inactive = no such curve, though single readings can be large; an effect the other way counts as inactive or inconclusive. Potency is the fitted concentration of half-maximal effect. Some of the compounds tested (hit frequency here may not be typical).

molecule | RORg inh | VP16 counter | Menin-MLL TR inh | PKM2 activator
COC(=O)[C@@]1(Cc2ccc(F)cc2)[C@H]2c3cc(C(=O)N4CCCC4)n(C[C@H](O)CO)c3C[C@H]2CN1C(=O)c1ccccc1 | 0.9% | -1.2% | -25.7% | 0.6%
CN(C)C(=O)[C@]1(C)C[C@H]1[C@H](NC(=O)CNC(=O)[C@@H]1CCCN1C(=O)[C@]1(C)C[C@H]1[C@H](NC(=O)OCc1ccccc1)c1ccccc1)c1ccccc1 | -1.2% | -5.3% | -2.0% | 19.1%
COC(=O)[C@@]1(Cc2ccccc2)[C@H]2c3cc(C(=O)N4CCCC4)n(Cc4ccc(C(F)(F)F)nc4)c3C[C@H]2CN1C(=O)c1ccccc1 | 4.0% | 7.6% | -9.7% | 3.1%
O=C(Cc1ccccc1I)Nc1ccccc1 | 5.3% | -16.8% | 9.8% | -2.2%
CCC/C=C(\CCC)C(NS(=O)(=O)c1cccc2cccnc12)c1ccc(-c2ccccc2)cc1 (configuration not stated) | -24.1% | -5.2% | 6.7% | -8.4%
COc1c(O)c(O)cc2c1oc1c3ccccc3oc(=O)c21 | ? | ? | ? | ?
CC(=O)N1[C@H](Cc2ccccc2)C=C[C@]1(C)C(=O)NCc1cc(F)cc(C(F)(F)F)c1 | 7.2% | 8.8% | -14.4% | -9.8%
COC(=O)Cn1c(C(=O)N2CCCC2)cc2c1C[C@H]1CN(C(=O)c3ccccc3)[C@@](Cc3ccccc3)(C(=O)OC)[C@@H]21 | 3.4% | 3.2% | -11.6% | 1.3%
CCCC[C@@H]1C[C@H]1C(NC(=O)c1ccccc1)c1ccccc1 (some centres not stated) | -39.9% | -11.9% | 2.8% | -0.9%
C=C1C(=O)C=C2CN(C(=O)c3ccccc3)[C@@](Cc3ccc(OC)cc3)(C(=O)OC)[C@@H]12 | 3.98µM* | 0.708µM* | -5.9% | ?
COC(=O)[C@@]1(Cc2ccc(OC)cc2)[C@H]2c3cc(C(=O)N4CCCC4)n(CCN4CCOCC4)c3C[C@H]2CN1C(=O)c1ccccc1 | 14.5% | -8.6% | -27.3% | 0.2%
CN(C)c1ccc(CNC(=O)[C@@]2(C)C=C[C@@H](Cc3ccccc3)N2C)cc1 | 14.3% | -10.9% | 0.3% | -2.9%
CCc1c2c(nc3ccc(OC)cc13)COC2 | -30.5% | -14.0% | 0.3% | -0.8%
COc1ccc(CNC(=O)[C@H](C)[C@H]2C[C@]2(C)[C@H](NC(=O)OCc2ccccc2)c2ccccc2)cc1OC | 30.0% | -6.4% | 3.0% | -1.3%
COC(=O)[C@@]1(Cc2ccc(OC)cc2)[C@H]2c3cc(C(=O)N4CCCC4)n(CCc4c[nH]c5ccc(OC)cc45)c3C[C@H]2CN1C(=O)c1ccccc1 | 22.6% | -8.6% | 0.8% | 1.1%
COC(=O)C1(C)C=CC2(CCCCC2)N1C(=O)c1ccccc1 (configuration not stated) | 10µM* | -4.5% | -11.2% | -0.6%
COC(=O)[C@@H]1C[C@@H]2CC[C@@H](O)C[C@@H]2N1Cc1ccc(C)s1 | -14.6% | -11.6% | -8.7% | 4.2%
COC(=O)[C@@]1(Cc2ccc(F)cc2)[C@H]2c3cc(C(=O)N(C)C)n(CCN4CCOCC4)c3C[C@H]2CN1C(=O)c1ccccc1 | 10.5% | -13.7% | -10.8% | -9.3%
COCCNc1nc(C)nc2c1nc(-c1ccccc1)n2CCN1CCCCC1 | -32.5% | -2.4% | -3.5% | -3.4%
CC[C@@]1(O)C(=O)COc2c1cc1n(c2=O)Cc2c-1nc1cccc(C(C)C)c1c2[Si](C)(C)C | -42.6% | ? | -3.3% | 2.6%

Only RORg inh (3 entries from above):
smiles	RORg inh
COC(=O)[C@@]1(Cc2ccccc2)[C@H]2c3cc(C(=O)N4CCCC4)n(Cc4ccc(C(F)(F)F)nc4)c3C[C@H]2CN1C(=O)c1ccccc1	4.0%
O=C(Cc1ccccc1I)Nc1ccccc1	5.3%
CCC/C=C(\CCC)C(NS(=O)(=O)c1cccc2cccnc12)c1ccc(-c2ccccc2)cc1 (configuration not stated)	-24.1%

Remaining list, next part:
molecule | RORg inh | VP16 counter | Menin-MLL TR inh | PKM2 activator
COC(=O)[C@@]1(Cc2ccccc2)C=C[C@@H](C)N1C(=O)c1ccccc1 | -14.4% | 9.3% | -20.0% | 3.2%
COC(=O)c1ccc(C(/C=C/[C@@H](C)C(=O)NCCN2CCCC2)NC(=O)OCc2ccccc2)cc1 (some centres not stated) | 20.9% | 8.4% | 2.8% | -0.9%
CCCC/C=C/C(NC(=O)c1ccco1)c1ccccc1 (configuration not stated) | 24.2% | 11.0% | -2.9% | -0.3%
CCC/C=C(\CCC)C(NS(=O)(=O)c1ccc(C(F)(F)F)cc1)c1ccc(C(=O)OC)cc1 (configuration not stated) | 38.6% | ? | -10.9% | 3.8%
Cc1nc(NC2CCCCC2)c2nc(-c3ccccc3)n(CC3CCN(C)CC3)c2n1 | -4.1% | -14.3% | 0.8% | -0.9%
CCC/C=C(\CCC)C(NC(=O)c1cccs1)c1ccc(C(F)(F)F)cc1 (configuration not stated) | ? | -8.1% | 34.0%[activator] | -14.4%
CCC/C=C(\CCC)C(NC(=O)CCc1ccccc1)c1ccc(C(F)(F)F)cc1 (configuration not stated) | 24.1% | -8.0% | 0.7% | -3.2%
Cc1nc(NCCO)c2nc(-c3ccccc3)n(CCCN(C)C)c2n1 | -16.2% | -6.1% | -5.3% | -0.4%
CCCn1c(-c2ccc(F)cc2)nc2c(NCCCCN(C)C)nc(C)nc21 | -6.3% | 0.9% | -14.2% | -7.1%
COC(=O)[C@@H]1C[C@@]2(O)[C@H](O)[C@H](O)[C@H](O)C[C@H]2N1Cc1ccc(N2CCN(C)CC2)cc1 | 13.0% | 3.8% | -16.3% | 0.5%
COC(=O)[C@H]1C[C@@H]2CC[C@@H](O)C[C@@H]2N1Cc1c(F)cccc1Cl | -7.7% | -1.3% | 1.8% | 1.8%
COC(=O)c1ccc(C(NC(=O)OCc2ccccc2)/C(=C/[C@@H](C)C(=O)N[C@@H](CO)Cc2ccccc2)c2cccnc2)cc1 (some centres not stated) | 28.0% | 1.8% | 0.1% | -1.5%
CCCCCCCC1=Cc2ccc(F)cc2C(C(C(=O)OC)C(=O)OC)N1C(=O)OC (configuration not stated) | 18.7% | -2.0% | -17.9% | -0.7%[11.5 µM]
C=C(N(C)C)[C@]1(C)C[C@H]1[C@H](NC(=O)CNC(=O)OCc1ccccc1)c1ccccc1 | -18.9% | -1.1% | 9.3% | 1.9%
COC(=O)[C@@]1(Cc2ccc(OC)cc2)[C@H]2c3cc(C(=O)N4CCCC4)n(Cc4ccc(O)c(OC)c4)c3C[C@H]2CN1C(=O)c1ccccc1 | 37.4% | 1.1% | -0.5% | 1.4%
OB(O)c1ccc(Br)cc1 | 0.4% | 0.2% | 8.2% | -0.9%
COC(=O)[C@@]1(Cc2ccc(OC)cc2)[C@H]2c3cc(C(=O)N(C)C)n(Cc4ccc(C(F)(F)F)nc4)c3C[C@H]2CN1C(=O)c1ccccc1 | ? | -3.2% | 6.0% | 0.1%
Cc1nc(NCc2ccccc2)c2nc(-c3ccccc3)n(CCCN3CCCCC3C)c2n1 (configuration not stated) | -38.0% | -6.0% | ? | -2.5%
CCCC[C@@H]1C[C@H]1C(NC(=O)c1cccnc1)c1ccc(Cl)cc1 (some centres not stated) | ? | ? | 2.9% | 1.9%
COC(=O)[C@@H]1C[C@@]2(O)[C@@H](O)[C@@H](O)[C@@H](O)C[C@H]2N1Cc1ccc(C(C)(C)C)cc1 | 3.6% | 9.2% | -2.1% | 2.4%
CCCn1c(C)nc2c(NCCO)nc(C)nc21 | 0.8% | 8.9% | 2.3% | -0.1%
COC(=O)[C@@]1(Cc2ccccc2)[C@H]2c3cc(C(=O)N(C)C)n(Cc4nc5ccccc5[nH]4)c3C[C@H]2CN1C(=O)c1ccccc1 | -14.1% | 2.8% | 1.3% | 3.5%
COC(=O)c1ccc(C(NC(=O)OCc2ccccc2)/C(=C/[C@@H](C)C(=O)NCc2cc(C)on2)c2cccnc2)cc1 (some centres not stated) | 16.9% | -1.5% | -0.3% | -0.2%
CCCn1c(-c2ccc(F)cc2)nc2c(NCCCCN3CCCC3)nc(C)nc21 | -31.5% | -9.9% | -14.6% | 0.2%
CCCCCCCC1=Cc2ccccc2C(CC(C)=O)N1C(=O)OC (configuration not stated) | 15.2%[10 µM] | -2.8%[10 µM] | -9.2%&-15.0%[11.7 µM] | -6.0%[11.5 µM]
CC(=O)N1CC=CC1(C)C(=O)NCC1CC1 (configuration not stated) | 6.7% | 16.7% | -21.5% | 10.2%
S=C=Nc1cccc(NC(=S)NCCCCNC(=S)Nc2cccc(N=C=S)c2)c1 | 9.6%&12.8% | -11.9%&-12.2% | ? | 2.3%
COC(=O)[C@@]1(Cc2ccc(OC)cc2)[C@H]2c3cc(C(=O)N4CCCC4)n(CCc4c[nH]c5cc(F)ccc45)c3C[C@H]2CN1C(=O)c1ccccc1 | 23.9% | 1.0% | 9.5% | -2.2%
CNC(=O)[C@H](C)[C@H]1C[C@]1(C)[C@H](NC(=O)OCc1ccccc1)c1ccccc1 | -0.6% | 3.7% | -8.4% | -2.8%
CCCCC[C@H](O)/C=C/[C@H]1[C@H](O)CC(=O)[C@@H]1C/C=C\CCCC(=O)O | 7.7%&-12.2%&-34.6% | -10.5%&30.0%&27.1% | 0.0%&-6.3%&-10.4% | 0.0%
COc1ccc(CCN(C)CCCN2CCc3cc(OC)c(OC)cc3CC2=O)cc1OC | -0.1%&-14.6% | -0.2%&2.4% | -0.3%&-24.1% | -3.5%
CCC1=C2CC[C@H]3C(=O)N(C)C(=O)[C@H]3[C@H]2[C@@]2(C)C(=O)N(CC3CC3)C(=O)N2C1=O | -18.5% | 8.6% | 0.9% | -3.5%
COC(=O)N1C(C)=Cc2ccccc2C1C/C(C)=C/C(C)=O (configuration not stated) | 5.9% | -8.5% | -16.9% | -7.7%[11.5 µM]
C[C@@]1(C(NC(=O)c2cccs2)c2ccc(-c3ccccc3)cc2)C[C@H]1C1CCCCC1 (some centres not stated) | -1.5% | 3.0% | -10.1% | -3.7%
COC(=O)[C@@]1(Cc2ccc(F)cc2)[C@H]2c3cc(C(=O)N4CCCC4)n(Cc4cccc5ccccc45)c3C[C@H]2CN1C(=O)c1ccccc1 | 6.7% | -2.2% | 16.0% | -0.6%
CCC1=C2CC[C@H]3C(=O)N(CC(=O)OC)C(=O)[C@H]3[C@H]2[C@@]2(C)C(=NCCc3c[nH]c4ccccc34)OC(=O)N2C1=O | -8.4% | 4.5% | 6.8% | 3.1%
CCCC1(C(=O)OC)C=C2C(=C(c3ccccc3)C(=O)C2C)CN1 (configuration not stated) | -3.4% | -12.3% | -23.5% | 0.5%
Cc1c(O)c(O)cc2c1oc1c3ccccc3oc(=O)c21 | 7.08µM* | ? | ? | ?
CC1=C(C(=O)OCc2ccccc2)C(c2ccc(C3CCCCC3)cc2)NC(=O)N1CCCCCC(=O)O (configuration not stated) | 16.6% | -6.8% | 10.3% | 6.1%
COCCn1c(C(=O)N(C)C)cc2c1C[C@H]1CN(C(=O)c3ccccc3)[C@@](Cc3ccc(F)cc3)(C(=O)OC)[C@@H]21 | 20.7% | -5.6% | -9.8% | -1.0%

Part of the list above, with values under each structure:
Order of results: RORg inh	VP16 counter	Menin-MLL TR inh	PKM2 activator
CCCC/C=C/C(NC(=O)c1ccco1)c1ccccc1 (configuration not stated)
→ 24.2%	11.0%	-2.9%	-0.3%
COc1ccc(CCN(C)CCCN2CCc3cc(OC)c(OC)cc3CC2=O)cc1OC
→ -0.1%&-14.6%	-0.2%&2.4%	-0.3%&-24.1%	-3.5%

The list continues.
molecule | RORg inh | VP16 counter | Menin-MLL TR inh | PKM2 activator
Cc1c(C(=O)NC2CCCCC2)sc2nc3ccc(N)cc3n12 | ? | -10.2% | -15.6% | 2.1%
O=C1C(Cl)=C(NC2CCc3ccccc32)C(=O)c2ncccc21 (configuration not stated) | 4.47µM* | 4.47µM* | ? | 4.3%
CCC1=C2CC[C@H]3C(=O)NC(=O)[C@H]3[C@H]2[C@@]2(Cc3ccccc3)C(=NCC3CC3)OC(=O)N2C1=O | -0.4% | -1.9% | 2.7% | -2.9%
COCC1C2CC[C@H]3C(OCc4ccc(OC)cc4)OC[C@]4(C)[C@H]3C2=C(CN4C(=O)OC(C)(C)C)[C@H](C)C1COC (some centres not stated) | 26.9% | -3.9% | -10.9% | 2.9%

Bioassay records from PubChem.
